High-throughput results as filed in PubChem.
Dynein cargo inh = inhibitors of GR-EGFP nuclear translocation, primary screen, dynein cargo transport inhibitor project, imaging, high-content, 3617.4 mouse cells; z-score, hits read low; 220,000 tested, 0.47% active; test concentration mostly 20 µM; stimulated with dexamethasone, 1 µM; active compounds read low;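 active = plate z-score of nuclear minus cytoplasmic receptor signal below a set negative limit, without overly bright fluorescence or cell loss, cut at about -3.5 in these data, passing the limit was not always enough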;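 note: z-score of nuclear minus cytoplasmic ring GR-EGFP intensity difference per well; some compounds called inactive have numbers as strong as hits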
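Also added – dexamethasone, 1.0 µM final · Buffer or medium – tet-free, stripped-serum medium · Schedule – induction 48 h, compound 1 h, agonist 30 min · Detection – formaldehyde fixation, Hoechst nuclear stain, 10x automated fluorescence imaging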
WT yeast gro inh = growth inhibition of WT strain, primary screen, mitochondrial fusion inhibitor project, WT and mutant strains, chemical genetic; inhibition, % at 10 µM; 190,000 tested, 2.1% active; mitochondrial fusion phenotypic screen; in the data active = inhibition above about 58%; tested in S. cerevisiae
MT stabilizer = microtubule stabilizers in HeLa cells, primary screen, imaging, high-content imaging; HeLa tubulin immunostaining HCS, 24 h; share of cells brighter than vehicle mean+2SD; % tubulin-high responders, % at 10 µM; 200,000 tested, 0.83% active; AID 2205, 2009;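 active = plate Z-score above 3 for both tubulin-high and condensed-nucleus cell shares, with cell loss under 80%, at 10 µM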;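 note: anti alpha tubulin signal scored within the nucleus-defined area of each cell; some results filed as inactive read as strong as hits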
Yfh1-off respiration = enhancers of respiration in Yfh1-depleted yeast, dose response, Friedreich's ataxia, plus single-dose screen (AID 1465). S. cerevisiae Yfh1-off respiration, WST-1 reduction, 72 h; higher fold induction means a stronger effect. 220,000 tested, 0.074% active. fold induction at 50 µM, or EC50 in µM where a hit was titrated;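 active = fold induction of absorbance versus untreated yeast above a set limit, then at least 30% activation at any dose in follow-up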;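 note: activators that raise dye reduction in frataxin-depleted yeast; strong numbers were not always called active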
Insulin prom up = insulin promoter activators in MIN6 cells, imaging, high-content screening, mouse beta cells. 190,000 tested, 0.3% active. MIN6 insulin promoter-GFP reporter; active compounds read high. z-score at 5 µM;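 active = z-score above 3 at 5 µM with at least 500 cells counted in the well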
human PMI inhibitors = human PMI inhibitors, high substrate, primary screen, biochemical, fluorescence intensity, high mannose 6-phosphate (AID 1220); Mannose-6-phosphate isomerase (Homo sapiens); recombinant PMI enzyme, coupled fluorescence intensity; higher % means a stronger effect; inhibition, % at 20 µM, or IC50 in µM where a hit was titrated; 190,000 tested, 0.66% active
Autophagy HCS = autophagy modulators in MEF cells, primary screen, imaging, high-content, MEF GFP-LC3. MEF GFP-LC3 puncta imaging; test concentration mostly 10 µM. calls only at 10 µM (by protocol). 190,000 tested, 0.98% active. AID 463193, 2010;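 active = percentage of spot-positive cells more than 3 SD above its plate mean, without a fluorescence outlier flag or 80% toxicity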;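 note: spot-positive cell cutoff set from DMSO-treated cells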
human PMI inhibition = inhibitors of human PMI, primary screen, biochemical, fluorescence intensity, coupled assay (AID 1209). Mannose-6-phosphate isomerase (Homo sapiens). purified PMI enzyme, coupled fluorescence intensity; higher % means a stronger effect. inhibition, % at 20 µM, or IC50 in µM where a hit was titrated. 190,000 tested, 0.42% active;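 note: plate controls were DMSO vehicle for no effect and wells lacking substrate for full effect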
b-catenin transl = modulators of beta-catenin nuclear translocation, primary screen, imaging, HeLa cells, immunofluorescence, high-content | nuclear translocation activity, % at 5 µM | 190,000 tested, 0.3% active | AID 1665, 2009;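 active = nuclear translocation activity above 50% at 5 µM, with a well cell count of 50 or more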;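 note: per-cell ratio of nuclear to cytoplasmic median beta-catenin stain intensity; plate controls were DMSO negative control for no effect and GSK-3 inhibitor IX positive control for full effect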
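test system = HeLa cells, endogenous beta-catenin | dosing = single 5 µM dose plus 0.02–20 µM confirmation series | times = compound treatment 24 h, 37°C, 5% CO2 | technique = beta-catenin immunofluorescence imaging with DAPI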
WT yeast gro inh mutant strain = second read-out of WT yeast gro inh, no call of its own (marks repeat the call); inhibition, %; mitochondrial fusion phenotypic screen, mutant strain inhibition
Dynein cargo inh cytoplasmic EGFP = further read-out of Dynein cargo inh, marked with its call; z-score; measured here: cytoplasmic GR-EGFP intensity; active compounds read high
Dynein cargo inh nuclear GR-EGFP = second read-out of Dynein cargo inh, no call of its own (marks repeat the call); z-score; measured here: nuclear GR-EGFP intensity;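 lower value marks the stronger effect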
Dynein cargo inh cell count = further read-out of Dynein cargo inh, marked with its call; z-score; measured here: cell count per field
Insulin prom up cell count = also measured in Insulin prom up; calls as there; cell count; measured here: cytotoxicity, nuclei count;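 total cells summed across four imaged fields per well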
b-catenin transl cell count 5 µM = recorded beside b-catenin transl, whose call it bears; cell count; measured here: cell count, cytotoxicity flag
MT stabilizer Hoechst-high % = second read-out of MT stabilizer, no call of its own (marks repeat the call); % Hoechst-high responders; measured here: nuclear condensation Hoechst responders;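 share of cells brighter than vehicle mean plus two SD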
MT stabilizer cytotoxicity % = second read-out of MT stabilizer, no call of its own (marks repeat the call); toxicity, %; measured here: cytotoxicity by cell density;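 0% = mean cell density of plate MIN control wells and 100% = no cells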
Autophagy HCS cell loss 18 h = recorded beside Autophagy HCS, whose call it bears; toxicity, %; measured here: cell loss, nuclei count;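 cell loss after 18 h compound exposure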
* = called active by the depositor. Cut-off read from the data, not from the text of the source, unless noted: active = inhibition above about 50%; inactive = the rest. Compounds were not picked by outcome; 5% or so of the library scored in one or more.

O=C(CSc1nc(-c2ccc(Cl)cc2)cs1)Nc1cccc([N+](=O)[O-])c1 was read as Dynein cargo inh 1.4, WT yeast gro inh 37, MT stabilizer 5.9, Yfh1-off respiration inactive, Insulin prom up 0.34, human PMI inhibitors 2%, Autophagy HCS inactive, human PMI inhibition 13%, b-catenin transl 1.2, WT yeast gro inh mutant strain 4, Dynein cargo inh cytoplasmic EGFP -0.058, Dynein cargo inh nuclear GR-EGFP 0.72, Dynein cargo inh cell count -0.87, Insulin prom up cell count 1385, b-catenin transl cell count 5 µM 1018, MT stabilizer Hoechst-high % 3.0, MT stabilizer cytotoxicity % 7.7 and Autophagy HCS cell loss 18 h 13.
For N#CCC(=O)N/N=C/c1cn(Cc2ccc(Cl)cc2Cl)c2ccccc12 the results were Dynein cargo inh 0.54, Yfh1-off respiration inactive, Insulin prom up -0.17, b-catenin transl 3.7, Dynein cargo inh cytoplasmic EGFP -0.29, Dynein cargo inh nuclear GR-EGFP 0.23, Dynein cargo inh cell count 0.21, Insulin prom up cell count 1493 and b-catenin transl cell count 5 µM 974.
COc1cc(SC)ccc1C(=O)Nc1ccccc1 was read as Dynein cargo inh 0.81, WT yeast gro inh 7, MT stabilizer 2.6, Yfh1-off respiration inactive, human PMI inhibitors -6%, Autophagy HCS inactive, human PMI inhibition -2%, b-catenin transl -8.5, WT yeast gro inh mutant strain 6, Dynein cargo inh cytoplasmic EGFP -0.079, Dynein cargo inh nuclear GR-EGFP 0.87, Dynein cargo inh cell count -0.41, b-catenin transl cell count 5 µM 1167, MT stabilizer Hoechst-high % 2.3, MT stabilizer cytotoxicity % 0.8 and Autophagy HCS cell loss 18 h -19.
Screening CC(C)NCC1CCc2cc(CO)c([N+](=O)[O-])cc2N1 (stereo unspecified) returned Dynein cargo inh 0.34, Yfh1-off respiration inactive, Insulin prom up 0.08, b-catenin transl -2.5, Dynein cargo inh cytoplasmic EGFP -0.25, Dynein cargo inh nuclear GR-EGFP -0.087, Dynein cargo inh cell count 0.12, Insulin prom up cell count 1376 and b-catenin transl cell count 5 µM 1166.
Screening O=C(NN=C(Cc1ccccc1)Cc1ccccc1)c1ccccc1O returned Dynein cargo inh 1.4, WT yeast gro inh 77, MT stabilizer 3.4, Yfh1-off respiration inactive, Insulin prom up -0.21, human PMI inhibitors -22%, Autophagy HCS inactive, human PMI inhibition -16%, b-catenin transl -0.7, WT yeast gro inh mutant strain 83, Dynein cargo inh cytoplasmic EGFP 0.08, Dynein cargo inh nuclear GR-EGFP 0.98, Dynein cargo inh cell count -1.2, Insulin prom up cell count 1264, b-catenin transl cell count 5 µM 1056, MT stabilizer Hoechst-high % 1.7, MT stabilizer cytotoxicity % 8.5 and Autophagy HCS cell loss 18 h 16.
Screening COC(=O)N/N=C/c1ccccc1 returned Dynein cargo inh 0.38, WT yeast gro inh -4, MT stabilizer 6.0, Yfh1-off respiration inactive, Insulin prom up -0.37, human PMI inhibitors 8%, Autophagy HCS inactive, human PMI inhibition -3%, b-catenin transl -1.1, WT yeast gro inh mutant strain 7, Dynein cargo inh cytoplasmic EGFP -0.31, Dynein cargo inh nuclear GR-EGFP 0.47, Dynein cargo inh cell count 0.59, Insulin prom up cell count 1291, b-catenin transl cell count 5 µM 1094, MT stabilizer Hoechst-high % 1.6, MT stabilizer cytotoxicity % 8.5 and Autophagy HCS cell loss 18 h -4.
For COc1ccc(NC(=O)COC(=O)/C=C/c2cnc3ccccc3n2)cc1 the results were Dynein cargo inh -1.2, WT yeast gro inh -7, MT stabilizer 3.6, Yfh1-off respiration inactive, human PMI inhibitors 5%, Autophagy HCS inactive, human PMI inhibition 12%, b-catenin transl 1.1, WT yeast gro inh mutant strain -8, Dynein cargo inh cytoplasmic EGFP -0.27, Dynein cargo inh nuclear GR-EGFP -0.69, Dynein cargo inh cell count 1.1, b-catenin transl cell count 5 µM 1475, MT stabilizer Hoechst-high % 1.8, MT stabilizer cytotoxicity % 6.9 and Autophagy HCS cell loss 18 h -11.
`CC[C@@H](C)C(NC(=O)OC(C)(C)C)c1cn([C@@H](Cc2ccc(O)cc2)C(=O)N2CCN(C(=O)OC(C)(C)C)CC2)nn1` (stereo partly specified) gave Dynein cargo inh 2.3, WT yeast gro inh -3, MT stabilizer 1.4, Yfh1-off respiration inactive, Insulin prom up -0.24, human PMI inhibitors -4%, Autophagy HCS inactive, human PMI inhibition 8%, b-catenin transl 1.1, WT yeast gro inh mutant strain -2, Dynein cargo inh cytoplasmic EGFP -0.15, Dynein cargo inh nuclear GR-EGFP 1.8, Dynein cargo inh cell count -1.7, Insulin prom up cell count 1288, b-catenin transl cell count 5 µM 1056, MT stabilizer Hoechst-high % 0.8, MT stabilizer cytotoxicity % 3.3 and Autophagy HCS cell loss 18 h 20.
Screening Cc1ccc(C(=O)CC(c2cccs2)S(=O)(=O)c2ccc(C)cc2)cc1 (stereo unspecified) returned Dynein cargo inh -1, WT yeast gro inh -4, MT stabilizer 2.6, Yfh1-off respiration inactive, Insulin prom up 0.25, human PMI inhibitors -2%, Autophagy HCS inactive, human PMI inhibition -4%, b-catenin transl 0.0, WT yeast gro inh mutant strain 7, Dynein cargo inh cytoplasmic EGFP -0.045, Dynein cargo inh nuclear GR-EGFP -0.59, Dynein cargo inh cell count 0.88, Insulin prom up cell count 1383, b-catenin transl cell count 5 µM 1006, MT stabilizer Hoechst-high % 2.0, MT stabilizer cytotoxicity % 1.2 and Autophagy HCS cell loss 18 h 2.
Cc1cccc(C(=O)NCCc2csc(C)n2)c1 was read as Dynein cargo inh -0.12, WT yeast gro inh 1, MT stabilizer 4.3, Yfh1-off respiration inactive, Insulin prom up -0.09, human PMI inhibitors 18%, Autophagy HCS inactive, human PMI inhibition 14%, b-catenin transl -0.7, WT yeast gro inh mutant strain 0, Dynein cargo inh cytoplasmic EGFP -0.21, Dynein cargo inh nuclear GR-EGFP -0.049, Dynein cargo inh cell count 0.19, Insulin prom up cell count 824, b-catenin transl cell count 5 µM 1191, MT stabilizer Hoechst-high % 2.3, MT stabilizer cytotoxicity % 8.2 and Autophagy HCS cell loss 18 h -34.
`Cn1nnnc1SC1CC(=O)N(c2ccccc2)C1=O` (stereo unspecified) gave Dynein cargo inh -4.6*, WT yeast gro inh 23, MT stabilizer 3.2, Yfh1-off respiration inactive, Insulin prom up -0.42, human PMI inhibitors -23%, Autophagy HCS inactive, human PMI inhibition -18%, b-catenin transl 0.3, WT yeast gro inh mutant strain 23, Dynein cargo inh cytoplasmic EGFP 2.7*, Dynein cargo inh nuclear GR-EGFP -2.2*, Dynein cargo inh cell count 0.18*, Insulin prom up cell count 1512, b-catenin transl cell count 5 µM 1529, MT stabilizer Hoechst-high % 2.1, MT stabilizer cytotoxicity % 3.8 and Autophagy HCS cell loss 18 h 16.
Cc1nnc(SCc2c(Cl)cccc2[N+](=O)[O-])s1 was read as Dynein cargo inh 0.015, WT yeast gro inh -3, MT stabilizer 3.8, Yfh1-off respiration inactive, Insulin prom up -0.31, human PMI inhibitors 9%, Autophagy HCS inactive, human PMI inhibition 3%, b-catenin transl -2.6, WT yeast gro inh mutant strain 6, Dynein cargo inh cytoplasmic EGFP -0.21, Dynein cargo inh nuclear GR-EGFP 0.2, Dynein cargo inh cell count 0.33, Insulin prom up cell count 1493, b-catenin transl cell count 5 µM 1076, MT stabilizer Hoechst-high % 2.4, MT stabilizer cytotoxicity % 1.1 and Autophagy HCS cell loss 18 h 16.
For CCOc1ccccc1C(=O)NCC(=O)OCC(=O)N1C(C)CCCC1C (stereo unspecified) the results were Dynein cargo inh 1.1, WT yeast gro inh -5, MT stabilizer 2.1, Yfh1-off respiration inactive, human PMI inhibitors -5%, Autophagy HCS inactive, human PMI inhibition 0%, b-catenin transl -1.2, WT yeast gro inh mutant strain -8, Dynein cargo inh cytoplasmic EGFP -0.3, Dynein cargo inh nuclear GR-EGFP 0.71, Dynein cargo inh cell count 0.29, b-catenin transl cell count 5 µM 420, MT stabilizer Hoechst-high % 1.2, MT stabilizer cytotoxicity % 2.2 and Autophagy HCS cell loss 18 h 1.
`O=C(Nc1ccccc1C(F)(F)F)N1CCN(c2ccc3nnc(-c4ccc(F)cc4)n3n2)CC1` gave Dynein cargo inh 1.5, WT yeast gro inh 14, MT stabilizer 3.9, Yfh1-off respiration inactive, Insulin prom up -2.5, human PMI inhibitors -3%, Autophagy HCS inactive, human PMI inhibition 6%, b-catenin transl -2.3, WT yeast gro inh mutant strain 23, Dynein cargo inh cytoplasmic EGFP -0.14, Dynein cargo inh nuclear GR-EGFP 1.4, Dynein cargo inh cell count 0.12, Insulin prom up cell count 1279, b-catenin transl cell count 5 µM 1175, MT stabilizer Hoechst-high % 1.8, MT stabilizer cytotoxicity % 1.6 and Autophagy HCS cell loss 18 h -10.
